Screening results from PubChem.
APE1 inh – APE1 (human) endonuclease inhibition; actives 0.35% (n = 350,000); Potency, µM (series often up to 65.8 µM), inactives show at the highest dose activity change, negative = inhibition, usual class: inhibitors; AID 2517; recombinant APE1, TAMRA/BHQ-2 abasic DNA cleavage fluorescence; P27695;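 note: potency is the fitted concentration of half-maximal effect; plate controls were vehicle for no effect and reference inhibitor for full effect; nearly all actives have a fitted effect of over 55% in size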
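Compound pre-exposure to 0.75 nM APE1, 15 min at ambient temperature. Reaction initiated with 50 nM TAMRA/BHQ-2 THF substrate, read immediately in kinetic mode, 525 nm excitation, 598 nm emission.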
ALOX12 inh – inhibitors of human 12S-lipoxygenase ALOX12. P18054. purified 12hLO, xylenol orange hydroperoxide absorbance. Potency, µM (highest dose often 108 µM), for the others: at the highest dose activity change, negative = inhibition, usual class: inhibitors. actives 1.1% (n = 580,000); note: potency is the fitted concentration of half-maximal effect; % is set by controls: 0 for no effect and ±100 for the full control effect
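Hydroperoxide product was detected by ferrous iron/xylenol orange as the 573 to 405 nm absorbance ratio. Arachidonic acid at 40 uM (final) was turned over for 30 min at room temperature by 150 nM human 12hLO, pH 7.0 Hepes buffer, after 15 min compound preincubation.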
ERG Ets-DNA blk – blocks human ERG Ets domain binding to DNA; P11308; fluorescence polarization, His-ERG Ets domain / labelled DNA; Potency, µM (top dose mostly 76.9 µM), without a hit: at the top dose FP activity, negative = inhibition, hits mostly inhibitors; actives 0.028% (n = 370,000); active = well fitted inhibition curve with a large enough effect in the polarisation, with a control signal flat; inconclusive = small, poorly fitted or top-dose-only effect, or effect the other way, or a change in a side signal; inactive = no such curve, though single readings can be large or run the other way; the % refers to the polarisation;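 note: polarization taken with two DNA probes labelled with fluorescein and Texas red; potency is the fitted concentration of half-maximal effect; % of control where 0% means no effect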
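His-tagged ERG Ets domain (1 uM in the protein solution; 300mM KCl, 50mM Tris-HCl, 1mM EDTA, 1mM DTT, pH 7.5) received compound, then a probe mix of 5 nM fluorescein-DNA and 100nM Texas-615-DNA. Fluorescence polarization was read for both dyes.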
POLB inh – inhibitors of human DNA polymerase beta. P06746. AID 485314. Potency, µM (series often up to 114 µM), inactives show top-dose activity change, negative = inhibition, actives largely listed as inhibitors. actives 1.3% (n = 340,000). Pol beta primer extension/strand displacement, fluorescence kinetic; note: potency is the fitted concentration of half-maximal effect; % is set by controls: 0 for no effect and ±100 for the full control effect
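Reaction started by 50 nM substrate onto compound-treated Pol beta (10 nM, 15 min preincubation, room temperature); plates read at 0 min and 10 min. Normalized concentration-effect data fitted by four-parameter Hill equation.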
Apoferritin bind – candidate novel general anesthetic via apoferritin binding. apoferritin/1-aminoanthracene competitive binding, fluorescence. Potency, µM (doses to about 77.5 µM), for the others: top-dose activity change, negative = displacement, usual class: inhibitors. actives 0.074% (n = 350,000); note: potency is the fitted concentration of half-maximal effect; % is set by controls: 0 for no effect and ±100 for the full control effect; nearly all actives have a fitted effect of over 20% in size
Target sequence (P02791 2-175 limits assumed): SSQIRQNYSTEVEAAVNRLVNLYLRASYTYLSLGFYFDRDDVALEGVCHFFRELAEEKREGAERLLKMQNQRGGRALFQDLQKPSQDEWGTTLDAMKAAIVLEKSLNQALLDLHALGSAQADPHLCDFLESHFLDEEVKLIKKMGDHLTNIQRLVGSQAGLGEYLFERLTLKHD
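Read-out: endpoint 1-AMA fluorescence, excitation 380 nm and emission 535 nm, after compounds sit 10 min at room temperature with 10 uM horse-spleen apoferritin in 50% saturated 1-AMA/PBS. Values come from four-parameter Hill fits.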
Pol iota inh – inhibitors of human DNA polymerase iota. Pol iota fluorescent replication assay, 10 min. Q9UNA4. actives 1% (n = 390,000). Potency, µM (highest dose often 115 µM), for inactives: at the highest dose activity, negative = inhibition, hits mostly inhibitors; note: potency is the fitted concentration of half-maximal effect
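Pol iota at 10 nM preincubated 15 min with compounds at room temperature; reaction started with fluorescent substrate, 50 nM final. Fluorescence read kinetically at 0 and 10 min; buffer-only wells as negative control.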
TRHR ag – activates the human TRH receptor; actives 0.18% (n = 360,000); P34981; AID 493084; TRHR cells, calcium flux fluo-8, FDSS agonist mode; activation, % at 2 µM; in the data active = activation above about 30%; note: 0% is about no effect
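Agonist-mode FDSS calcium read (Ex 480/Em 530, 1 s cycles) in 1536-well TRHR cells with fluo-8 dye, after 10-cycle baseline and 23 nL compound addition; TRH at EC20 (10 nM final) added afterwards for the enhancer phase.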
BLM helicase inh – inhibitors of human Bloom syndrome helicase BLM; P54132; recombinant BLM DNA unwinding, fluorescence dequenching; Potency, µM (series often up to 56.1 µM), for the others: at the top dose activity change, negative = inhibition, actives largely listed as inhibitors; actives 0.2% (n = 350,000); AID 2528;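 note: potency is the fitted concentration of half-maximal effect; plate controls were vehicle for no effect and no enzyme for full effect; nearly all actives have a fitted effect of over 35% in size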
Pol kappa inh – inhibitors of human DNA polymerase kappa. purified Pol kappa, fluorescent DNA synthesis assay, 10 min. AID 588579. Potency, µM (series often up to 107 µM), for the others: at the highest dose activity, negative = inhibition, most hits filed as inhibitors. Q9UBT6. actives 0.53% (n = 400,000); note: potency is the fitted concentration of half-maximal effect; % is set by controls: 0 for no effect and ±100 for the full control effect
Target sequence (Q9UBT6 whole entry, looked up): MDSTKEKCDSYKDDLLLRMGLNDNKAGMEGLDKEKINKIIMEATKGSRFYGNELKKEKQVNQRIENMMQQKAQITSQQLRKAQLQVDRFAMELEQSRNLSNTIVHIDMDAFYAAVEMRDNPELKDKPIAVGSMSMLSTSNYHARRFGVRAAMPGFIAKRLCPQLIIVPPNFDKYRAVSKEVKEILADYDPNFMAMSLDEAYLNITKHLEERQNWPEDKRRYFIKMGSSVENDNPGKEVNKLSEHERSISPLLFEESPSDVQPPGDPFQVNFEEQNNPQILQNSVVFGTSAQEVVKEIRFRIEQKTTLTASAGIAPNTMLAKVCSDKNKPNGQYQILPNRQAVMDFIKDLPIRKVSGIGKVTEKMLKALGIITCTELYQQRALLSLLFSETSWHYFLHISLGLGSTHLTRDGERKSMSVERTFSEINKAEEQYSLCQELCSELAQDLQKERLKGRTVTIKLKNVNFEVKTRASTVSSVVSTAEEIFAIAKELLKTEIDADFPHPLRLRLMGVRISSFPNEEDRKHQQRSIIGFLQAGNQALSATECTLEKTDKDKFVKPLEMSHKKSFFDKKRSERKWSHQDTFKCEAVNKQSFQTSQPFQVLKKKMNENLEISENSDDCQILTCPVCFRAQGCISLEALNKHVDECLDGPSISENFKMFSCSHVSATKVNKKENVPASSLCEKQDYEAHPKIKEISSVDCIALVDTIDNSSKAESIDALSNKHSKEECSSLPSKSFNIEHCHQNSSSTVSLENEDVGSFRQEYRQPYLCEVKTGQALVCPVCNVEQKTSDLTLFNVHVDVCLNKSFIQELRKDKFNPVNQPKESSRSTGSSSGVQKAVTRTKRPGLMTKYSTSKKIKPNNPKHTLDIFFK
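Kinetic fluorescence readout at 0 and 10 min followed reaction start with substrate at 50 nM final. Beforehand, enzyme (10 nM Pol kappa) stood 15 min with compound at room temperature; buffer-only wells were negative controls.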
Starred values were filed as active, the others as inactive; ? = inconclusive; · = no result given; & = joins results of further samples; [ ] = another dose, or the depositor's remark. Unless noted, calls come from the whole dose curve; as a rule, active = well fitted curve in the direction sought with a large enough effect; inconclusive = small, poorly fitted or top-dose-only effect, or another doubt; inactive = no such curve, though single readings can be large; an effect the other way counts as inactive or inconclusive. An excerpt. The share of hits here may be higher or lower than overall.

1) O=C1c2ccccc2C(=O)N1CCCc1c[nH]c2ccccc12
2) CCN(CC(=O)Nc1ccccc1C(F)(F)F)C(=O)c1cc(-c2ccccc2)nn1-c1ccccc1
3) OC(CNCc1ccccc1)Cn1ccc2ccccc21 (stereo not drawn)
4) O=C(Nc1cc(C(F)(F)F)ccc1N1CCOCC1)c1cccnc1Cl
5) O=C(NC1CCCC1)C1CCC(=O)N1C1CCCC1 (stereo not drawn)
6) CC1CCCCN1C(=O)c1cccc(NC(=O)c2ccccc2)c1 (stereo not drawn)
Compound,1,2,3,4,5,6
APE1 inh,0%,-4%,-8%,6%,-1%,7%
ALOX12 inh,-9%,-2%,?,403%[activator],-14%,-1%
ERG Ets-DNA blk,-8%,8%,-1%,-7%,·,2%
POLB inh,-17%,·,11%,-17%,2%,0%
Apoferritin bind,?,·,-1%,3%,-4%,-16%
Pol iota inh,15%,24%,-3%,3%,-19%,81%[activator]
TRHR ag,-1.2,0.0,0.1,0.2,0.1,0.6
BLM helicase inh,-8%,·,-4%,-4%,-2%,-2%
Pol kappa inh,-7%,-9%,-6%[60.1 µM],-20%,-8%,6%

7) O=C(NCC1CC1)c1ccc(Nc2nc3ccc(Br)cc3[nH]2)cc1
8) COc1ccc(CNS(=O)(=O)c2cc3c(cc2C)N(C)CCO3)cc1
9) O=C(COC(=O)c1ccc(O)cc1)Nc1cccc(S(=O)(=O)N2CCCCC2)c1
10) COc1ccccc1/C=N/NC(=O)c1nnn(-c2nonc2N)c1CSC1=NCCS1
11) COc1cccc(NC(=O)c2nn(C)c(C(=O)Nc3cccc(OC)c3)c2[N+](=O)[O-])c1
12) COc1cccc(-n2c(SCC(=O)Nc3cccc(Cl)c3)nc3c(oc4ccccc43)c2=O)c1
Compound,7,8,9,10,11,12
APE1 inh,-9%,-6%,-10%,-1%,-9%,·
ALOX12 inh,?,16%[57.4 µM],-22%,16%,273%[activator],-23%
ERG Ets-DNA blk,-4%,3%&-2%,-3%,2%,4%,3%
POLB inh,9%,6%&5%,?,8%,41%,10%
Apoferritin bind,-24%,-18%&11%,-11%,6%,2%,-16%
Pol iota inh,?,21%&-23%,20%,11%,76%[activator],-3%
TRHR ag,-0.3,0.1&0.1,0.4,-0.1,2.9,1.1
BLM helicase inh,-10%,-1%&1%,-14%,-3%,-6%,-8%
Pol kappa inh,4%,-9%&-8%,-21%,-7%,-18%,1%

13) CSCCOC(=O)COc1ccc(/C=N/NC(=O)c2nn(C)cc2Cl)cc1
14) O=C(NCCC1=CCCCC1)c1cnccn1
15) Cc1ccc(C(=O)Nc2cccc([N+](=O)[O-])c2)cc1S(=O)(=O)Nc1cccc(C(=O)O)c1
16) COc1ccc2cc(Br)ccc2c1CC(=O)N(C)C
17) CCC(Sc1ncccc1C(=O)Oc1cccc([N+](=O)[O-])c1)C(=O)Nc1ccccc1OC (stereo not drawn)
18) Cc1ccsc1C(=O)NNC(=S)NCC(C)C
Compound,13,14,15,16,17,18
APE1 inh,?,0%,-5%,3%,6%,8%
ALOX12 inh,7%,0%,-10%,246%[activator],-20%,2%
ERG Ets-DNA blk,-12%,-3%,0%,-3%,-5%,-8%
POLB inh,7%,0%,23%,?,7%,3%
Apoferritin bind,-21%,7%,-2%,-7%,-14%,-4%
Pol iota inh,-12%,12%,19%,46%[activator],-10%,-14%
TRHR ag,-0.1,0.8,0.1,0.0,0.3,0.0
BLM helicase inh,4%,-2%,-4%,0%,0%,2%
Pol kappa inh,-7%,-13%,-31%,5%,-24%,-19%

19) CCOC(=O)C1(Cc2ccccc2)CCCN(CCO)C1 (stereo not drawn)
20) CCc1ccc(S(=O)(=O)NCCc2cn3ccsc3n2)cc1
21) Cc1ccc(Nc2nnc(-c3ccc4c(c3)OCO4)o2)c(C)c1
22) CC(NC(=O)c1ccc2c(c1)OCO2)c1ccccc1 (stereo not drawn)
23) Clc1ccc(C2[C@H]3CN(CC4CCCCC4)[C@H](c4ccccc4)C34CC2(c2cccnc2)C4)cn1 (stereo partly drawn)
24) COc1ccc(Br)c(C(=O)OCC(=O)NC2CCCCCC2)c1
Compound,19,20,21,22,23,24
APE1 inh,3%,·,8%,4%,-9%&1%,-11%
ALOX12 inh,-4%,-26%,?,-5%,8%,-2%
ERG Ets-DNA blk,11%,2%,2%,-2%,2%,3%
POLB inh,14%,5%,19%,23%,5%,·
Apoferritin bind,-9%,-6%,4%,-3%,?,·
Pol iota inh,59%[activator],29%,9%,12%,?,-5%
TRHR ag,0.7,-0.3,-0.9,0.3,-0.2,0.5
BLM helicase inh,-3%,2%,-3%,-3%,-7%&-8%,·
Pol kappa inh,-6%,-6%[60.1 µM],-5%,-6%,-7%,4%

25) COC(=O)c1ccc(C(NC(=O)OCc2ccccc2)/C(F)=C/[C@@H](C)C(=O)O)cc1 (stereo partly drawn)
26) O=C1Nc2ccccc2C12OCC1(CO2)COC2(OC1)C(=O)Nc1ccccc12 (stereo not drawn)
27) CC(C)Cn1c(-c2nn(C)cc2Cl)n[nH]c1=S
28) O=c1c2ccccc2nc(-c2ccccc2)n1CCN1CCOCC1
29) NNc1nc(N)c2c(n1)-c1ccccc1CC21CCCC1
30) CCN(CC)C1CCN(C(=O)c2cc(COc3ccc(-n4cncn4)cc3)on2)C1 (stereo not drawn)
Compound,25,26,27,28,29,30
APE1 inh,-4%,-12%,-2%,-1%,-1%,3%
ALOX12 inh,-8%,-29%,?,0%&-7%,77%[activator],0%
ERG Ets-DNA blk,-8%,-1%,-11%,2%,12%,5%
POLB inh,·,-1%,2%,2%,3%,27%
Apoferritin bind,-6%,-9%,-22%,-12%,-3%,1%
Pol iota inh,?,11%,0%,17%,26%,2%
TRHR ag,·,0.7,0.1,0.4,0.1,1.3
BLM helicase inh,-3%,-5%,-2%,0%,3%,-5%
Pol kappa inh,-4%&11%,-13%,5%,-14%,-8%,-5%

31) CC(Sc1nc(C(C)(C)C)cc(-c2ccccc2)c1C#N)C(=O)Nc1ccccc1 (stereo not drawn)
32) CSc1nc(N2CCN(CCO)CC2)c2sc3nc(-c4ccco4)c4c(c3c2n1)CCC4
33) O=c1sc2ccccc2n1COc1ccc(Cl)cc1
34) Cc1nnc(SC(C)C(=O)Nc2ccc(Cl)cc2Cl)[nH]c1=O (stereo not drawn)
35) N#Cc1ccc(S(=O)(=O)NC2CCN(Cc3ccccc3)CC2)cc1
36) Cc1c(CC(=O)NCC(=O)O)c(=O)oc2cc3occ(-c4ccccc4)c3cc12
Compound,31,32,33,34,35,36
APE1 inh,-5%,17%,13%,16%,2%,-14%
ALOX12 inh,?,·,53%[activator],1%,?,43%[activator]
ERG Ets-DNA blk,0%,·,-1%,-5%,-3%,6%
POLB inh,-13%,-12%,12%,·,5%,48%
Apoferritin bind,-3%,-16%,-12%,·,-9%,4%
Pol iota inh,4%,·,-5%,-11%,-9%,8%
TRHR ag,1.6,0.3,0.7,·,0.3,0.4
BLM helicase inh,-4%,13µM*,-8%,·,-5%,-1%
Pol kappa inh,-7%,·,4%,-2%,1%,-23%

37) COc1ccc(CN2CC(C(=O)NCCCN3CCN(Cc4ccccc4)CC3)CC2=O)cc1 (stereo not drawn)
38) CCOC(=O)CCCNC(=O)COC(=O)c1cc(Br)c(Br)s1
39) CCN(CCS(=O)(=O)c1ccc(Cl)cc1)C(=O)Nc1ccc(Cl)cc1
40) CC(=O)Nc1sc(C)c(C)c1C(=O)OCC(=O)N(C)C1CCS(=O)(=O)C1 (stereo not drawn)
41) Cc1nnc(SCC(=O)N2CCCC(N3CCN(c4ccc(F)cc4)CC3)C2)o1 (stereo not drawn)
42) Cc1cc(C)nc(SCCn2c(N3CCOCC3)nc3c2c(=O)[nH]c(=O)n3C)n1
43) Cc1cccc(N2CCN(C(=O)Cn3ncc4c5ccccc5n(C)c4c3=O)CC2)c1C
Compound,37,38,39,40,41,42,43
APE1 inh,1%,13%,-2%,9%,-12%,0%,·
ALOX12 inh,·,6%,?,-13%,-8%,-2%,-13%
ERG Ets-DNA blk,-4%,25%,-5%,-4%,0%,9%,2%
POLB inh,21%,31%,-2%,2%,13%,20%,-4%
Apoferritin bind,-9%,-6%,1%,-15%,-8%,-5%,-2%
Pol iota inh,15%,-22%,17%,100%[activator],36%[activator],24%,13%
TRHR ag,0.0,-0.9,-0.5,-1.0,0.1,0.4,0.3
BLM helicase inh,-7%,-2%,-9%,-11%,-2%,-1%,-4%
Pol kappa inh,2%,0%,-12%,4%,-3%,5%,-3%

Reformatted with two lines to a compound: part of the list above
Every second line gives: APE1 inh | ALOX12 inh | ERG Ets-DNA blk | POLB inh | Apoferritin bind | Pol iota inh | TRHR ag | BLM helicase inh | Pol kappa inh
#38 CCOC(=O)CCCNC(=O)COC(=O)c1cc(Br)c(Br)s1
  13% | 6% | 25% | 31% | -6% | -22% | -0.9 | -2% | 0%
#43 Cc1cccc(N2CCN(C(=O)Cn3ncc4c5ccccc5n(C)c4c3=O)CC2)c1C
  · | -13% | 2% | -4% | -2% | 13% | 0.3 | -4% | -3%
#40 CC(=O)Nc1sc(C)c(C)c1C(=O)OCC(=O)N(C)C1CCS(=O)(=O)C1 (stereo not drawn)
  9% | -13% | -4% | 2% | -15% | 100%[activator] | -1.0 | -11% | 4%
#41 Cc1nnc(SCC(=O)N2CCCC(N3CCN(c4ccc(F)cc4)CC3)C2)o1 (stereo not drawn)
  -12% | -8% | 0% | 13% | -8% | 36%[activator] | 0.1 | -2% | -3%
